Screening results from PubChem.
GLA spleen mod = qHTS Assay for Inhibitors and Activators of Human alpha-Galactosidase From Spleen Homogenate. Alpha-galactosidase A (Homo sapiens), P06280. 240,000 compounds, 0.008% hits. human spleen homogenate, 4MU-alpha-Gal fluorescence, 40 min. Potency, µM (series often up to 80 µM), for inactives: top-dose activity change, negative = inhibition, hits mostly inhibitors. AID 2107, 2009;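 note: 0% = enzyme with vehicle and -100% = no enzyme basal signal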
Target sequence (P06280 32-429 limits assumed): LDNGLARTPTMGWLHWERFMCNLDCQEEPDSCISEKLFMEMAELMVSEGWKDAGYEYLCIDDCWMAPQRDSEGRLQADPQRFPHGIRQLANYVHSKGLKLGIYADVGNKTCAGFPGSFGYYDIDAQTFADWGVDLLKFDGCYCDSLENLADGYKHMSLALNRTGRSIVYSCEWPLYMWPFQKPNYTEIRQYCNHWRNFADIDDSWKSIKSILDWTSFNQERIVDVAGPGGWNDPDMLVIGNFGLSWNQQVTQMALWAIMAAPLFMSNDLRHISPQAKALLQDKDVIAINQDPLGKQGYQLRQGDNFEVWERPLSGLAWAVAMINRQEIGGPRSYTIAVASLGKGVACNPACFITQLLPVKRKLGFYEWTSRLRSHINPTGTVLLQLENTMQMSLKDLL
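Inhibition or activation of alpha-galactosidase in human spleen homogenate is scored by 4-MU fluorescence after 40 min at 37C, pH 5.0, with 1 mM substrate. AC50s come from concentration-response fitted to the Hill equation.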
Tau ThT inhib = qHTS for Inhibitors of Tau Fibril Formation, Thioflavin T Binding | Microtubule-associated protein tau (Homo sapiens), P10636 | recombinant tau K18 P301L, heparin-induced fibrillization, ThT fluorescence | Potency, µM (highest dose often 57.4 µM), for inactives: top-dose activity, negative = inhibition, most hits filed as inhibitors | 270,000 compounds, 2.1% hits; note: % is set by controls: 0 for no effect and ±100 for the full control effect; nearly all actives have a fitted effect of over 55% in size
Target sequence (P10636 561-689 P618L limits assumed): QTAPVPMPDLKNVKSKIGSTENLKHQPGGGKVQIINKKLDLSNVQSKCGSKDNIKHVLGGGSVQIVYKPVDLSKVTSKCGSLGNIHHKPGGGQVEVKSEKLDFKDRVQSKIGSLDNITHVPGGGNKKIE
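Recombinant human tau K18 fragment […] carrying P301L, 15 uM unlabeled plus 0.24 uM Alexa 594-labeled, was fibrillized with 20 uM heparin in 100 mM sodium acetate pH 7 for 6 hr at 37 C; 30 uM ThT fluorescence read after 1 hr.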
HTT ATP protect = qHTS Multiplex Assay to Identify Dual Action Probes in a Cell Model of Huntington: Cytoprotection (ATP); Potency, µM (top dose mostly 56.4 µM), for inactives: cytoprotection (ATP increase), actives largely listed as activators; PC12 HTT-Q103 induced, cytoprotection, ATP luminescence, 40 h; AID 1471, 2008; 230,000 compounds, 0.14% hits;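 note: % of control where 0% means no effect; nearly all actives have a fitted effect of over 45% in size; toxic huntingtin expression switched on by the ecdysone agonist tebufenozide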
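Readout: ATPlite luminescence (ATP level). Model: stable PC12, inducible Htt exon1 Q103-GFP. Inducer: tebufenozide, 100 nM final. Compounds: dose series. No G418 in medium.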
Tau fibril FP = qHTS for Inhibitors of Tau Fibril Formation, Fluorescence Polarization | K18 P301L tau heparin fibrillization, Alexa594 FP, 6 h | Microtubule-associated protein tau (Homo sapiens), P10636 | Potency, µM (top dose mostly 57.7 µM), without a hit: at the highest dose activity, negative = inhibition, most hits filed as inhibitors | 280,000 compounds, 0.39% hits; note: % is set by controls: 0 for no effect and ±100 for the full control effect; nearly all actives have a fitted effect of over 55% in size
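Human tau K18 […] P301L fragment, 15 uM unlabeled plus 0.24 uM Alexa 594-labeled tau (final), with compound and 20 uM heparin in 100 mM sodium acetate pH 7; 6 hr at 37 C, then Alexa 594 FP read.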
Tau fluor counter = Counterscreen qHTS for Inhibitors of Tau Fibril Formation, Fluorescence Polarization. tau K18 P301L Alexa594 fluorescence, heparin fibrillization. Potency, µM (series often up to 57.7 µM), without a hit: at the highest dose activity change, negative = decrease. 280,000 compounds, 0.93% hits; note: % is set by controls: 0 for no effect and ±100 for the full control effect; nearly all actives have a fitted effect of over 55% in size
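Human tau K18 P301L (15 uM unlabeled, 0.24 uM Alexa 594-labeled) in 100 mM sodium acetate pH 7 with 20 uM heparin, 6 hr at 37 C. ThT 30 uM added, 1 hr ambient; Alexa 594 FP and total fluorescence read at 555/632 nm.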
GAA spleen mod = qHTS Assay for Inhibitors and Activators of Human alpha-Glucosidase From Spleen Homogenate | human spleen homogenate, 4-MU-alpha-glucoside fluorescence | Potency, µM (doses to about 79.9 µM), for inactives: top-dose activity change, negative = inhibition, most hits filed as inhibitors | 240,000 compounds, 0.006% hits | AID 2112, 2009;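 note: 0% = enzyme with vehicle and -100% = no enzyme basal signal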
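Enzyme source: human spleen homogenate, 1 ug/well. Buffer 50 mM citric acid/K phosphate pH 5.0, 0.01% Tween-20. 4-MU-alpha-glucoside 1 mM; 37 C x 40 min; NaOH/glycine stop; fluorescence.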
GAA inh = qHTS Assay for Inhibitors of Human alpha-Glucosidase as a Potential Chaperone Treatment of Pompe Disease | Lysosomal alpha-glucosidase (Homo sapiens), P10253 | purified human GAA, 4-MU-alpha-glucoside fluorescence | Potency, µM (doses to about 76.9 µM), inactives show at the highest dose activity change, negative = inhibition, actives largely listed as inhibitors | 200,000 compounds, 0.005% hits;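 note: plate controls were uninhibited enzyme wells for no effect and no-enzyme background for full effect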
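Fluorescence at Ex 365/Em 440 nm from 4-methylumbelliferone reported enzyme activity after 20 min at room temperature. Reactions used 4 nM enzyme and 400 uM substrate at pH 5.0; curves fitted with the Hill equation.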
GAA glycogen = qHTS Assay for Inhibitors and Activators of Human alpha-Glucosidase Cleavage of Glycogen; Lysosomal alpha-glucosidase (Homo sapiens), P10253; recombinant GAA, glycogen substrate, Amplex Red glucose oxidase fluorescence; Potency, µM (highest dose often 76.4 µM), without a hit: top-dose activity change, negative = inhibition, hits mostly inhibitors; 300,000 compounds, 0.38% hits;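 note: 0% = full enzyme reaction and -100% = no-enzyme basal signal; the screen sought inhibitors and activators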
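Recombinant human alpha-glucosidase (4 nM final) hydrolysed bovine liver glycogen (30 ug) for 40 min at 37 C in pH 5.0 citrate/phosphate with 0.01% Tween-20. Released glucose detected by glucose oxidase/Amplex Red, Ex 573/Em 610 nm. Compounds up to 77 uM; AC50 from Hill fits.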
Numbers without * were called inactive; ? = inconclusive; . = not tested or not shown; & = joins results of further samples; [ ] = another dose, or the depositor's remark. Calls come from the whole dose curve; as a rule, active = well fitted curve in the direction sought with a large enough effect; inconclusive = small, poorly fitted or top-dose-only effect, or another doubt; inactive = no such curve, though single readings can be large; an effect the other way counts as inactive or inconclusive. Potency is the fitted concentration of half-maximal effect. A portion of the library, so the mix of outcomes need not match the whole.

SMILES	GLA spleen mod	Tau ThT inhib	HTT ATP protect	Tau fibril FP	Tau fluor counter	GAA spleen mod	GAA inh	GAA glycogen
O=c1[nH]c(O)c(N=Nc2ccc(S(=O)(=O)N3CCOCC3)cc2)c(=O)[nH]1	0%	?	-24%	-4%	-14%	-11%	-6%	-13%
COc1ccc(S(=O)(=O)Cc2ccc(C(=O)N3CCC4(CC3)OCCO4)o2)cc1	0%	-3%	-4%[0.074 µM]	-1%	-7%	0%	-10%	2%
Fc1ccc(CCNCc2ccc(Cl)c(Cl)c2)cc1	-9%	-5%	6%	2%	-6%	1%	2%	-2%
O=C1c2cccc3cccc(c23)C(=O)N1/N=C/c1c(O)n(-c2ccccc2)c(=O)[nH]c1=O	2%	-17%	-58%[inhibitor]	-3%	-4%	8%	4%	-1%
COc1ccc(-c2nnn(CC(=O)OC3CCCCC3)n2)cc1OC	-18%	?	-4%	0%	-6%	-12%	3%	7%
CNC(C(=O)c1ccccc1)C(OC)c1ccc(C)cc1 (centres undefined)	3%	-10%	.	-1%	-5%	8%	-3%	3%
Cc1ccsc1C(=O)C1CCCN(Cc2cccn2-c2ccccn2)C1 (centres undefined)	-4%	-4%	9%[10 µM]	-6%	-1%	-6%	14%	7%
C1CC2NCCC3NCCC(N1)N32 (centres undefined)	5%	14%	2%[10 µM]	-5%	12%	-3%	.	-7%
O/N=C/c1c[nH]c2ccccc12	0%	2%	3%	-1%	6%	5%	-3%	3%
O=C1CSC2(CN3CCC2CC3)N1 (centres undefined)	3%	-5%	14%[10 µM]	-5%	-6%	0%	-4%	-9%
Cn1c(O)c(C=NC2CCN(Cc3ccccc3)CC2)c(=O)[nH]c1=O	4%	.	5%[10 µM]	4%	14%	6%	.	6%
CCN1CCN(c2ccc(N)cc2)CC1	-2%	25µM*	-21%	?	?	-2%	4%	?
CCCCn1c(=O)c(C=Nc2ccc(Cl)cc2)c(O)n(Cc2ccco2)c1=O	-4%	-9%	-1%[10 µM]	-2%	-5%	-3%	-1%	11%
CC12CCC3C(CCC4=C(O)C(=O)CCC43C)C1CCC2=O (centres undefined)	11%	-18%	.	7%	-21%	9%	.	.
CCCCn1c(=O)c(C(=O)NCc2ccco2)c(O)c2ccccc21	-8%	-8%	-30%	-8%	-23%	2%	0%	0%
CC(Cc1ccccc1)[n+]1cc(/N=C(\N)[O-])on1 (centres undefined)	5%	-1%	-6%	-4%	-1%	1%	3%	7%
c1ccc2c(CCNC3CCCCC3)c[nH]c2c1	6%	2%	.	7%	5%	-4%	-11%	18%
CCOC(=O)c1ccc(NC(c2ccc(N(C)C)cc2)P(=O)(OC(C)C)OC(C)C)cc1 (centres undefined)	9%	-17%	-29%	3%	-19%	-5%	?	-9%
CN1CCN(c2ncnc3c2cnn3C)CC1	1%	4%	6%[10 µM]	-3%	0%	0%	1%	1%
CCSc1nnc([C@@H](N)Cc2c[nH]c3ccccc23)o1	-14%	-3%	-10%[0.074 µM]	-2%	-8%	1%	1%	2%
COC(=O)/C=C\C(=O)N[C@@H]1CC[C@@]2(O)[C@H]3Cc4ccc(O)c5c4[C@@]2(CCN3CC2CC2)[C@@H]1O5	-2%	?	?	-13%	-9%	-3%	.	.
Nc1c(C(=O)Nc2cccc(F)c2)sc2nc(-c3cccs3)ccc12	.	?	.	?	?	.	.	14%[76.3 µM]
CN(C)CC#CCn1c2ccccc2c2ccccc21	6%	1%	15%[10 µM]	6%	-2%	4%	.	-1%
COc1ccc(C(O)c2ccccc2OP(=O)(N(C)C)N(C)C)cc1 (centres undefined)	-3%	-4%	-33%[0.074 µM]	9%	6%	-8%	1%	0%
CCC1(C)CC(CCNCc2ccc(N(C)C)cc2)(c2ccc(F)cc2)CCO1 (centres undefined)	5%	-11%	6%[10 µM]	1%	-13%	-2%	.	-13%
SMILES	GLA spleen mod	Tau ThT inhib	HTT ATP protect	Tau fibril FP	Tau fluor counter	GAA spleen mod	GAA inh	GAA glycogen
CNP(=S)(NC)OCCOc1ccc(OC)cc1	1%	1%	-11%	-4%	4%	-1%	-17%	-8%
CNC(=O)c1cccn(Cc2ccc(C(F)(F)F)cc2)c1=O	-6%	-10%	-31%	4%	-16%	0%	-3%	2%
CC(C)OP(=O)(OC(C)C)C(O)c1ccc(Br)cc1 (centres undefined)	3%	-1%	-14%[10 µM]	4%	-3%	2%	-16%	-4%
COc1ccc(CC2(CCc3ccccn3)C(=O)NC(=O)N(c3ccccc3C)C2=O)cc1OC (centres undefined)	-1%	-1%	18%[10 µM]	-4%	4%	-5%	11%	-7%
CC(=NCCCN1CCOCC1)c1c(O)n(Cc2ccccc2)c(=O)[nH]c1=O	-2%	11%	-9%[10 µM]	-2%	10%	-2%	-14%	6%
Cc1ccc2nc3c(cc2c1)CC1(C(=O)N(C)C(=O)N(C)C1=O)C1COCCN31 (centres undefined)	8%	-17%	-39%[inhibitor]	-2%	-5%	1%	7%	-10%
C=CCc1ccc2c(c1)OCO2	-24%&-4%	?	-2%&27%	2%	-10%	-8%&-6%	.	.
CCCCC/C=C\C/C=C\C/C=C\C/C=C\CCCC(=O)OCCN	-3%&-18%	?	-34%	3%	-4%	3%&0%	.	.
CS(=O)(=O)NNP(=O)(NNS(C)(=O)=O)NC(=O)c1ccc(Br)cc1	7%	-2%	-18%[10 µM]	-5%	4%	2%	-2%	2%
CCN(CC)CCCN=C(C)c1c(O)n(-c2ccc(C)cc2)c(=O)[nH]c1=O	1%	-5%	0%[0.074 µM]	5%	-1%	-4%	-1%	1%
CC(C(O)c1ccccc1)N(C)CCn1cnc2c1c(=O)n(C)c(=O)n2C (centres undefined)	2%	1%	7%[10 µM]	9%	5%	-4%	8%	-16%
COCC(C)OC(=O)c1c(N)n(Cc2ccco2)c2nc3ccccc3nc12 (centres undefined)	?	?	.	-12%	-19%	23%	.	-3%
O=C1OCCN1P(=O)(c1ccccc1)c1ccccc1	7%	5%	2%	1%	8%	5%	-7%	-6%
Clc1cc(Cl)cc(NC2=NCCS2)c1	7%	-17%	14%[10 µM]	-3%	-20%	-2%	-8%[15.4 µM]	1%
CCN(CC)S(=O)(=O)c1ccc(C)c(NCC(=O)Nc2ccc(C#N)c(Cl)c2)c1	0%	2%	2%[10 µM]	?	?	6%	0%	-5%
Cc1sc2ncn(CC(=O)NCC(=O)N3CCC4(CC3)OCCO4)c(=O)c2c1C	1%	-3%	-14%[1.9 µM]	0%	3%	2%	-6%	-13%
CCC12CN3CCN(CC(C3)C1O)C2 (centres undefined)	6%	-1%	-24%[10 µM]	-2%	3%	-5%	9%	-2%
CCOc1cc(CNCCc2c[nH]c3ccccc23)cc(Cl)c1OCC	7%	-12%	16%[10 µM]	?	?	0%	-9%	-1%
NC(=O)C1CCN(/C=C2\C(=O)NC(=O)N(Cc3ccco3)C2=O)CC1	4%	?	3%[10 µM]	?	-16%	-2%	.	-2%

13 entries from above, arranged by heavy-atom count, falling:
SMILES	GLA spleen mod	Tau ThT inhib	HTT ATP protect	Tau fibril FP	Tau fluor counter	GAA spleen mod	GAA inh	GAA glycogen
COc1ccc(CC2(CCc3ccccn3)C(=O)NC(=O)N(c3ccccc3C)C2=O)cc1OC (centres undefined)	-1%	-1%	18%[10 µM]	-4%	4%	-5%	11%	-7%
Cc1sc2ncn(CC(=O)NCC(=O)N3CCC4(CC3)OCCO4)c(=O)c2c1C	1%	-3%	-14%[1.9 µM]	0%	3%	2%	-6%	-13%
COCC(C)OC(=O)c1c(N)n(Cc2ccco2)c2nc3ccccc3nc12 (centres undefined)	?	?	.	-12%	-19%	23%	.	-3%
CC(C(O)c1ccccc1)N(C)CCn1cnc2c1c(=O)n(C)c(=O)n2C (centres undefined)	2%	1%	7%[10 µM]	9%	5%	-4%	8%	-16%
CCOc1cc(CNCCc2c[nH]c3ccccc23)cc(Cl)c1OCC	7%	-12%	16%[10 µM]	?	?	0%	-9%	-1%
CCCCC/C=C\C/C=C\C/C=C\C/C=C\CCCC(=O)OCCN	-3%&-18%	?	-34%	3%	-4%	3%&0%	.	.
CS(=O)(=O)NNP(=O)(NNS(C)(=O)=O)NC(=O)c1ccc(Br)cc1	7%	-2%	-18%[10 µM]	-5%	4%	2%	-2%	2%
CNC(=O)c1cccn(Cc2ccc(C(F)(F)F)cc2)c1=O	-6%	-10%	-31%	4%	-16%	0%	-3%	2%
O=C1OCCN1P(=O)(c1ccccc1)c1ccccc1	7%	5%	2%	1%	8%	5%	-7%	-6%
CC(C)OP(=O)(OC(C)C)C(O)c1ccc(Br)cc1 (centres undefined)	3%	-1%	-14%[10 µM]	4%	-3%	2%	-16%	-4%
CNP(=S)(NC)OCCOc1ccc(OC)cc1	1%	1%	-11%	-4%	4%	-1%	-17%	-8%
Clc1cc(Cl)cc(NC2=NCCS2)c1	7%	-17%	14%[10 µM]	-3%	-20%	-2%	-8%[15.4 µM]	1%
C=CCc1ccc2c(c1)OCO2	-24%&-4%	?	-2%&27%	2%	-10%	-8%&-6%	.	.
